Abeta yeast res: qHTS for compounds that reverse cellular toxicity of Amyloid beta (A-beta) peptide in yeast: Primary Screen; 0.063% of 410,000 active; Potency, µM (highest dose often 46.1 µM), without a hit: top-dose growth rescue, actives largely listed as activators; yeast expressing A-beta42, growth rescue, OD600, 48 h; response scale: 0% DMSO, 100% iron-clioquinol control; note: potency is the fitted concentration of half-maximal effect; nearly all actives have a fitted effect of over 55% in size
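Yeast A-beta toxicity model in growth medium with pinned compounds, 48 h at 30 C; growth read as absorbance at 600 nm. Normalized to FeCl3/clioquinol equimolar mix (positive) and DMSO (negative).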
PI5P4K alpha inh: qHTS for Inhibitors of phosphatidylinositol 5-phosphate 4-kinase (PI5P4K); 1.2% of 330,000 active; Phosphatidylinositol 5-phosphate 4-kinase type-2 alpha (Homo sapiens), P48426; PI5P4Kalpha enzyme, ADP-Glo luminescence, 60 min; stronger effect = lower value; AID 652105, 2013; max response, %; active = max response of -50% or lower; inconclusive = between -30% and -50%; inactive = -30% or higher; note: value at the top dose of about 77 µM; % is set by controls: 0 for no effect and ±100 for the full control effect
Target sequence (P48426 whole entry, looked up): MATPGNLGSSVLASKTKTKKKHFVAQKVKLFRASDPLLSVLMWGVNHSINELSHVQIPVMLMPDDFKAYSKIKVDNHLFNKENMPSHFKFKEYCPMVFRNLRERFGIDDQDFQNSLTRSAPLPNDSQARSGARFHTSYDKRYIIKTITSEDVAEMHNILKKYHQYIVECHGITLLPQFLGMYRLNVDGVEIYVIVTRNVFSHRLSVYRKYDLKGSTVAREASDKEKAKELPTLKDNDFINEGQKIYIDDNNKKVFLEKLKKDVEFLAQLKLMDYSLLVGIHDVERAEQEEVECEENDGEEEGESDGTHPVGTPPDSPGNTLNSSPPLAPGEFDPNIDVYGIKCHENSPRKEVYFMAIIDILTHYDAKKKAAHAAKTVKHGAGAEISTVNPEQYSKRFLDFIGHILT
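qHTS, 1536-well: enzyme/substrate mix, compound by pin tool, 5 microM ATP final; RT 60 min; ADP-Glo reagents 1 (45 min) then 2 (30 min); luminescence.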
EPAC1 ag: qHTS for Agonist of cAMP-regulated guanine nucleotide exchange factor 3 (EPAC1): primary screen. EPAC1 agonist qHTS, biochemical assay; response scale: 100% = response to 6.5 mM cAMP. Potency, µM (titrated, usually from 154 µM), for the others: top-dose activation, most hits filed as activators. 0.073% of 360,000 active; note: potency is the fitted concentration of half-maximal effect; nearly all actives have a fitted effect of over 60% in size
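Fluorescent GDP-exchange assay: 100 nM EPAC1 with 250 nM Rap1B preloaded with BODIPY-GDP and 50 uM GDP; compounds tested as concentration series, 5 min at room temperature, then read every 5 min for 30 min (ex 480/em 540 nm); normalized to 6.5 mM cAMP.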
aSyn yeast inh: qHTS of alpha-syn Inhibitors. Potency, µM (series often up to 46.1 µM), for the others: top-dose growth rescue (activation), most hits filed as activators. Yeast expressing alpha-synuclein, growth rescue, BacTiter-Glo, 24 h. 0.14% of 370,000 active; note: potency is the fitted concentration of half-maximal effect; % of control where 0% means no effect; nearly all actives have a fitted effect of over 65% in size
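Galactose-induced alpha-syn yeast (OD600=0.02, raffinose-pregrown) + pinned cpd, 24 hr, 30 deg C; growth by BacTiter-Glo luminescence. Growth restoration scores as activation.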
FUS yeast rescue: qHTS for Suppressors of FUS Proteinopathy: Primary screen using FUS-linked yeast assay; Potency, µM (doses to about 76.6 µM), without a hit: top-dose growth rescue (activation), usual class: activators; AID 1347120, 2019; 0.24% of 390,000 active; S. cerevisiae FUS-expressing, growth rescue, OD600, 24 h;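 note: potency is the fitted concentration of half-maximal effect; plate controls were DMSO vehicle for no effect and reference control for full effect; nearly all actives have a fitted effect of over 55% in size; some results filed as inactive show a strong effect at the top dose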
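Cultures pregrown in 2.5% raffinose medium are shifted to minimal medium containing 2% galactose to express toxic FUS. Compounds are tested at several concentrations. After 24hr at 30C, growth is quantified at 600 nm absorbance.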
IL2 activator: qHTS of IL-2 Activators. 0.065% of 360,000 active. activation, % (series mostly up to about 46 µM). IL-2 activation reporter assay, cell-based qHTS; stimulated with anti-CD3/CD4/CD28 beads; in transgenic mouse T cells; in the data active = activation above about 50%; inconclusive = mostly about 30% to 49%; note: 0% is about no effect
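Unstimulated transgenic mouse T cells, 750 per well, received compound and, after 60 minutes, anti-CD3/anti-CD4 bead plus anti-CD28 stimulation. EGFP and DsRed were quantified after 18 hours.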
WRN helicase inh: qHTS for Inhibitors of WRN Helicase; 0.46% of 360,000 active; Bifunctional 3'-5' exonuclease/ATP-dependent helicase WRN (Homo sapiens), Q14191; WRN helicase unwinding, fluorescent forked duplex, kinetic; Potency, µM (series often up to 114 µM), without a hit: top-dose activity change, negative = inhibition, most hits filed as inhibitors; AID 651768, 2012; note: potency is the fitted concentration of half-maximal effect; % is set by controls: 0 for no effect and ±100 for the full control effect; nearly all actives have a fitted effect of over 55% in size
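Primary qHTS, 1536-well format. 20 nM WRN + compound, 15 min RT; start with 100 nM forked fluorophore/quencher duplex, 2 mM ATP (final); kinetic read ex 525/em 598 nm.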
PLK1 PBD block: qHTS for Inhibitors of PLK1-PDB (polo-like kinase 1 - polo-box domain): Primary Screen; Serine/threonine-protein kinase PLK1 (Homo sapiens), P53350; Plk1 PBD binding of FITC phosphopeptide, fluorescence polarization; Potency, µM, for inactives: max response, negative = inhibition, actives largely listed as inhibitors; 2.8% of 360,000 active; AID 720504, 2013; note: potency is the fitted concentration of half-maximal effect; series mostly up to about 57 µM; % is set by controls: 0 for no effect and ±100 for the full control effect; nearly all actives have a fitted effect of over 65% in size
Target sequence (P53350 whole entry, looked up, the tested form may be a part): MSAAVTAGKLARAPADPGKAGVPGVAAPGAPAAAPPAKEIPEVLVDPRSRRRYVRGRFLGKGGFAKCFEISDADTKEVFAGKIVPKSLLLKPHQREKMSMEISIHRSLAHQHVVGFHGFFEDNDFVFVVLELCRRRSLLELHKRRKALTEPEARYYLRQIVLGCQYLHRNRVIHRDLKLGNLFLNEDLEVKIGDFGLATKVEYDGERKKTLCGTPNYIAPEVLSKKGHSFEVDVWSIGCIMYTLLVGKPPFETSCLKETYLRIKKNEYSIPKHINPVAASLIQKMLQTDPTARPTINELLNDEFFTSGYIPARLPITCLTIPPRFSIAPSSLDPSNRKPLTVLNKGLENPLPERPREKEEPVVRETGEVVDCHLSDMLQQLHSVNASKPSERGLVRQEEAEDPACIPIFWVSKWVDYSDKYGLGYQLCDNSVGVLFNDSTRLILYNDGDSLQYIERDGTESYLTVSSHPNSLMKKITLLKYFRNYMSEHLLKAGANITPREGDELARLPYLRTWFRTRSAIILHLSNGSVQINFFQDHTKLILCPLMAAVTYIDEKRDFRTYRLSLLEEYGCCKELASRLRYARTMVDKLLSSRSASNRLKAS
EPAC1 antagonist: qHTS for Antagonist of cAMP-regulated guanine nucleotide exchange factor 3 (EPAC1): primary screen | Rap guanine nucleotide exchange factor 3 (Homo sapiens), O95398 | EPAC1 GEF assay, Rap1b-BODIPY-GDP exchange fluorescence | Potency, µM (titrated, usually from 115 µM), for inactives: top-dose activity change, negative = inhibition, usual class: inhibitors | 0.14% of 360,000 active;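 note: potency is the fitted concentration of half-maximal effect; plate controls were vehicle for no effect and positive control for full effect; nearly all actives have a fitted effect of over 50% in size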
Active calls of the source: *; ? = inconclusive; . = not tested or not shown; [ ] = dose if it differs, or a comment. Unless noted, calls come from the whole dose curve; as a rule, active = well fitted curve in the direction sought with a large enough effect; inconclusive = small, poorly fitted or top-dose-only effect, or another doubt; inactive = no such curve, though single readings can be large; an effect the other way counts as inactive or inconclusive.

SMILES	Abeta yeast res	PI5P4K alpha inh	EPAC1 ag	aSyn yeast inh	FUS yeast rescue	IL2 activator	WRN helicase inh	PLK1 PBD block	EPAC1 antagonist
CCc1cccc(Nc2cc(C)nc3nc(C)nn23)c1	-10%	0	-3%	-1%	6%	-2.7	6%	0%	1%
O=C(Cc1ccccn1)c1ccc(F)cc1	-4%	0	6%	14%	-5%	-2.0	4%	-19%	-9%
Nc1nc2cc(S(=O)(=O)NC3=NCCCCC3)ccc2s1	6%	-8	13%	0%	2%	-0.6	-1%	21µM*	-2%
CCCc1c(C(=O)OCC)sc(N)c1C#N	-10%	-15	-4%	1%	10%	1.5	-8%	19µM*	-8%
O=C(CN1C(=O)C(=O)N(C2CCCC2)C1=O)Nc1ccc(OC(F)F)cc1	-1%	5	-2%	0%[1.84 µM]	8%	1.3	0%	-1%	-13%
Cc1ccc(CC(=O)N/N=C/c2ccc(OC(=O)c3ccc([N+](=O)[O-])cc3)cc2)cc1	-8%	-7	8%	-3%	-7%	-2.3	3%	-6%	12%
CC(=O)Nc1ccc(S(=O)(=O)N2CCSC2c2ccccc2Cl)cc1 (stereo unspecified)	4%	-5	5%	0%	18%	-2.5	3%	0%	-2%
CCOC(=O)c1[nH]c2ccccc2c1NC(=O)CN1CCCCC1	-3%[9.22 µM]	-5	-1%	3%	-20%	-1.2	-22%	-2%	-16%
CCOc1ccc(NC(=O)CN(C)C(=O)CN2C(=O)c3ccc([N+](=O)[O-])cc3C2=O)cc1OCC	5%	-4	-15%	6%	12%	-3.7	-19%	1%	-10%
CCn1c(SCC(=O)Nc2ccc3c(c2)OCCO3)nc2c(c1=O)SC(C)C2 (stereo unspecified)	-20%	-3	8%	-24%	.	-2.9	-27%	-10%	-3%
Cc1cc(S(=O)(=O)N2CCCC2)ccc1OCC(=O)Nc1ccccc1	7%	-3	-2%	-4%	-4%	-2.3	-5%	-5%	-2%
COc1cc(OC)c(OC)cc1C=Cc1ccc2ccccc2n1	-9%	1	14%	-4%	-1%	-4.5	-9%	-6%	-11%
CC(C)(C)N=C1SCC(C)(/C=N/O)S1 (stereo unspecified)	-4%	.	11%	1%	36%	0.2	4%	-12%	6%
O=C(O)CC1COc2ccccc2N1S(=O)(=O)c1ccc(Br)cc1 (stereo unspecified)	5%	-2	-3%	11%	15%	-4.1	3%	3%	4%
O=C(O)CCN1C(=O)S/C(=C\c2cccnc2)C1=O	-3%	0	8%	-11%	10%	0.4	7%	-11%	9%
C/C(=N\OC(=O)c1c(-c2c(F)cccc2Cl)noc1C)c1nccs1	-8%	0	1%	10%	-4%	-3.2	4%[57.1 µM]	5%	-24%
CCC(C)CN1C(=O)CN(S(C)(=O)=O)CC1(C)C(=O)NC(C)C (stereo unspecified)	-4%	9	7%	0%	-11%	1.6	2%	5%	3%
COc1cc(S(=O)(=O)N2CCOCC2)ccc1N	-7%	1	13%	-3%	8%	-0.5	-1%	-14%	-11%
Cc1ccc(O)c(-c2cc(C(=O)NCc3ccccc3)[nH]n2)c1	-1%	-7	-18%	-1%	17%	12	-4%	-7%	-3%
CCOc1cccc(NC(=O)Cn2nc(-c3ccc4c(c3)OCCO4)ccc2=O)c1	-3%	2	-3%	1%	-11%	0.5	-1%	-1%	-12%
Clc1ccc(OCc2nn3c(-c4ccco4)nnc3s2)c(Cl)c1	-3%	.	1%	-16%	31%	-2.6	-27%	-24%	-20%
Cc1ccc(CN2CCN(C(=O)CCN3C(=O)c4ccccc4C3=O)CC2)cc1	4%	-1	4%	-5%	-14%	0.0	-3%	-9%	6%
CCOC(=O)C1CCCN(Cc2c(C(=O)N3CCCCC3)nc3c(C)cccn23)C1 (stereo unspecified)	3%	3	-10%	11%	-7%	-2.6	-3%	-10%	9%
O=C(/C=C/c1cccs1)c1cc(Br)ccc1OC(=O)N1CCOCC1	-29%	3	9%	20%	30%	-1.0	-5%	-3%	26%
Cc1ccc(C2=NN(C3=NN=C(N)Cc4ncnn43)C(O)(C(F)(F)F)C2)cc1 (stereo unspecified)	8%	-2	-4%	-5%	-10%	-1.1	6%	0%	-7%
O=C(NC(O)C(=O)c1ccccc1)c1ccccn1 (stereo unspecified)	-4%	-2	0%	2%	9%	0.1	3%	2%	2%
O=C(Nc1ccc(F)cc1)OCCOc1ccc(Br)cc1	9%	5	4%	3%	-23%	-2.3	3%	-5%	-6%
Cn1c(=O)c2c(nc(N3CCCCC3)n2C)n(C)c1=O	-5%	2	-3%	7%	0%	0.0	3%	0%	-8%
COc1ccc(C2=CC(=O)OC3(CCCCC3)O2)cc1	-15%	2	1%	5%	12%	-1.5	1%	-3%	-11%
CC(C(=O)NC1=NCCS1)(C(F)(F)F)C(F)(F)F	-4%[9.22 µM]	-1	-5%	-4%	-53%	-1.8	-21%	-9%	-16%
COC(=O)Nc1nnc(COc2ccccc2)s1	-3%	-12	-2%	-8%	8%	0.2	-4%	-1%	17%
CC(NC(=O)Cc1ccc(S(=O)(=O)N2CCOCC2)s1)c1ccc(Cl)c(Cl)c1 (stereo unspecified)	-10%	6	8%	-9%	32%	-3.6	6%	-9%	-21%
COc1ccc(NS(=O)(=O)NC(=O)c2c[nH]c3ccccc23)cc1	5%	-1	-2%	1%	-27%	-0.8	-6%	4%	-16%
O=C1OC2(c3ccccc3)C3CCCC2C13	30%	.	-1%	0%	14%	-0.9	-3%	1%	10%
Oc1ccccc1/C=N/n1c(COc2ccccc2)n[nH]c1=S	0%	-10	1%	-3%	3%	-2.1	-17%	?	-15%
Cc1cc(C)c2c(N)c(C(=O)Nc3ccccc3Cl)sc2n1	3%	15	-3%	3%	-8%	0.8	-15%	-3%	6%
CCn1nc(C(=O)Nc2ccc(S(=O)(=O)Nc3ncccn3)cc2)c2ccccc2c1=O	-11%	5	-3%	2%	-2%	-1.2	-2%	-4%	-7%
COc1ccc(NC(=O)c2ccc(-c3ccccc3C(F)(F)F)o2)cc1	-9%	0	8%	-13%	27%	-4.0	-10%	-19%	-12%
COC(=O)[C@@]1(Cc2ccc(F)cc2)[C@H]2c3cc(C(=O)N4CCCC4)n(CCSCCO)c3C[C@H]2CN1C(=O)c1ccccc1	-15%	1	10%	16%	?	-0.4	-6%	-14%	-18%
O=C1c2ccccc2C(=O)N1CC1=CCS(=O)(=O)C1	14%	2	14%	-1%	-8%	1.3	7%	-10%	6%
CN(C)S(=O)(=O)c1cccc(NC(=O)c2cc(=O)[nH]c(=O)[nH]2)c1	-9%	10	13%	-1%	-24%	-3.4	-4%	-2%	5%
Cc1c(NC(=O)c2cccc(NS(C)(=O)=O)c2)c(=O)n(-c2ccccc2)n1C	1%	0	5%	2%	4%	-1.4	3%	-3%	1%
CCCC(=O)Nc1nnc(S(=O)(=O)N(CC(C)C)c2ccccc2)s1	4%	0	-8%	-2%	-16%	-1.2	2%	-7%	7%
O=C(Nc1ccc(COc2ccccc2)cc1)Nc1cccc(C(=O)O)c1	-9%	3	2%	?	-17%	0.9	-1%	-16%	1%
COCCCNC(=O)c1cc(S(=O)(=O)NCCCN2CCCC2=O)ccc1Cl	2%	-1	2%	-7%	.	-0.6	8%	-10%	4%
O=C(c1cncc(Br)c1)N1CCc2ccccc2C1	13%[9.22 µM]	-1	-12%	7%	-30%	-1.3	-7%	1%	-2%
CCCNC(=O)C1(C)CCCN(C(=O)COc2ccc(Cl)cc2Cl)C1 (stereo unspecified)	18%	0	1%	3%	-9%	-0.3	-1%	-4%	38%[activator]
Cc1nc(Br)c(Br)c(C)c1Br	0%	5	9%	-3%	-33%	-1.6	-6%	-9%	10%
O=C(Nc1cccc(S(=O)(=O)N2CCCC2)c1)c1cc(-c2ccccn2)nc2ccccc12	5%	1	15%	-6%	10%	-1.3	-2%[57.1 µM]	-7%	?
O=C(CNC(=O)c1ccc(Br)o1)NCC1CCCO1 (stereo unspecified)	?	7	8%	-1%	-8%	-2.2	-1%	1%	10%
COc1ccc(CCNC(=O)c2cccnc2Cl)cc1OC	10%	1	7%	5%	8%	-0.1	-1%	2%	2%
Cc1nc(N2CCCCC2)c2c(C)c(C(=O)Nc3ccc4c(c3)OCCO4)sc2n1	-36%[inhibitor]	-8	20%	7%	?	-0.5	-7%	-3%	-17%
CCOc1ccc(C(=O)N[C@H](C(=O)Nc2ccccc2OC)C(C)C)cc1	5%	-6	-1%	2%	15%	-5.3	-20%	-1%	-7%
Cc1noc(C(=O)NCC2CCCO2)c1Cl (stereo unspecified)	3%	2	7%	1%	-8%	2.1	3%	-8%	-7%
O=C(Nc1nccs1)C1CCN(S(=O)(=O)c2cnc[nH]2)CC1	8%	-3	2%	0%	13%	0.4	2%[57.1 µM]	-15%	3%

Some entries already given, reduced to aSyn yeast inh:
| canonical_smiles | aSyn yeast inh |
| --- | --- |
| CCCC(=O)Nc1nnc(S(=O)(=O)N(CC(C)C)c2ccccc2)s1 | -2% |
| O=C1c2ccccc2C(=O)N1CC1=CCS(=O)(=O)C1 | -1% |
| Cc1ccc(CC(=O)N/N=C/c2ccc(OC(=O)c3ccc([N+](=O)[O-])cc3)cc2)cc1 | -3% |
| CCOc1ccc(C(=O)N[C@H](C(=O)Nc2ccccc2OC)C(C)C)cc1 | 2% |
